# High-throughput results as filed in PubChem BioAssay.
# NPY-Y1 antag: blocks the human neuropeptide Y Y1 receptor | inhibition, % at 3.6 µM | P25929 | actives 1% (n = 200,000) | HEK293-CNG Y1 cells, membrane potential fluorescence; NPY at EC95, then isoproterenol | AID 1040;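 active = inhibition above the campaign mean inhibition of all tested compounds plus 3 SD, cut at about 20% in these data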;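 also: 0% = DMSO wells given NPY plus isoproterenol and 100% = isoproterenol alone without NPY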
#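 Material: HEK293 cells co-expressing NPY Y1 receptor and cyclic-nucleotide gated channel. Timing: compound incubation 1 h at room temperature, readout 45 min post-stimulation. Signal: fluorescence, membrane potential probe.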
# CHOP inhibitor: CHOP inhibition in unfolded protein response; CHO-K1 CHOP-promoter luciferase, tunicamycin-induced, 15-18 h; inhibition, % at 10 µM; actives 3.8% (n = 220,000); AID 2732;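 active = compounds that reduced the stress-induced luciferase reporter signal by more than about 70% of percent inhibition, limit read from the data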;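 also: 0% = tunicamycin plus vehicle and 100% = wells without tunicamycin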
# EP2 modulator: modulators of human EP2 prostaglandin E2 receptor | P43116 | induction, % at 25 µM | actives 0.83% (n = 260,000) | EP2-expressing cells, cAMP HTRF FRET, PGE2 co-stimulation;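 active = compounds whose cAMP rise, as percent of the full-agonist control response, exceeds 60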;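 also: rat C6 glioma line stably carrying human EP2 under a CMV promoter; the protocol text gives 20 µM as final concentration; 100% = response of wells given 1 µM PGE2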
# NPY1 pot ag: potentiates or activates human NPY-Y1 receptor; activation, % at 3.6 µM; NPY-Y1 expressing cells, potentiator/agonist activation; AID 1304; actives 0.37% (n = 220,000); in the data active = activation above about 33%, passing the limit was not always enough;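 also: cells stimulated with NPY at EC10 then isoproterenol at EC100; 0% = low agonist plus stimulus and 100% = saturating agonist plus stimulus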
# zfTRPN1 agonist: activates the zebrafish TRPN1 channel; HEK293 zebrafish TRPN1-YFP, Fluo-8 calcium fluorescence; 100% = response to 87 µM carbachol; activation, % at 3 µM; actives 0.18% (n = 220,000); AID 1424;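 active = activation above its plate's cutoff, the mean activation of test wells on that plate plus 3 SD, cut at about 19% in these data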;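 also: 0% = DMSO alone and 100% = 87 µM carbachol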
#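 Control set: carbachol 87 µM as high control, DMSO as low control; system: HEK293 stable line with zebrafish TRPN1-YFP; read-out: % activation versus carbachol response; detection: intracellular calcium fluorescence with Fluo-8; doses: single test compound dose, 3 µM nominal, 0.3% DMSO; schedule: dye 1 h 37 °C plus 30 min RT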
# S1P4 antagonist: blocks the human S1P4 receptor; O95977; S1P4-expressing cells, antagonist mode, reporter read-out; inhibition, % at 4.98 µM; actives 0.26% (n = 220,000); AID 1510; in the data active = inhibition above about 29%;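 also: 0% = wells stimulated with agonist and 100% = vehicle wells without agonist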
# Target sequence (O95977 whole entry, looked up): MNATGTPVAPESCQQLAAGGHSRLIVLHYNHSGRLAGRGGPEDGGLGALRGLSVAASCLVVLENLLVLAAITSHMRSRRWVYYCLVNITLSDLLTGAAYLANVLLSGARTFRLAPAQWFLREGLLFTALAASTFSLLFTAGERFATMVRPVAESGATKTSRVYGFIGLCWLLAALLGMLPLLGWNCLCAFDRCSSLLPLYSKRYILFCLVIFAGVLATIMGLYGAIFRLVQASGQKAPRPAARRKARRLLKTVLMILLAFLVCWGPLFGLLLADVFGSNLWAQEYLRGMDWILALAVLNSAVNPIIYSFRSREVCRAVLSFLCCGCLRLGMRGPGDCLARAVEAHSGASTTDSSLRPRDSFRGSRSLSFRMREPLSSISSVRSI
# NPY2 pot ag: potentiates or activates human NPY-Y2 receptor; activation, % at 3.6 µM; AID 1359; cells expressing NPY-Y2, potentiator/agonist read-out; actives 0.45% (n = 220,000); P49146; in the data active = activation above about 27%;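 also: cells stimulated with NPY near EC25 plus isoproterenol at EC100; 0% = vehicle plus submaximal agonist and 100% = vehicle plus saturating agonist; some results beyond the cut were filed as inactive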
# TRPML3 ag: activates the human TRPML3 channel; Q8TDD5; HEK293 TRPML3-YFP, Fluo-8 calcium fluorescence; 100% = the carbachol control signal; activation, % at 3 µM; actives 0.29% (n = 220,000); AID 1448;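 active = activation above its plate's cutoff, the mean activation of the plate's test wells plus 3 SD, cut at about 12% in these data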;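 also: 0% = DMSO only wells and 100% = carbachol wells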
# Target sequence (Q8TDD5 whole entry, looked up): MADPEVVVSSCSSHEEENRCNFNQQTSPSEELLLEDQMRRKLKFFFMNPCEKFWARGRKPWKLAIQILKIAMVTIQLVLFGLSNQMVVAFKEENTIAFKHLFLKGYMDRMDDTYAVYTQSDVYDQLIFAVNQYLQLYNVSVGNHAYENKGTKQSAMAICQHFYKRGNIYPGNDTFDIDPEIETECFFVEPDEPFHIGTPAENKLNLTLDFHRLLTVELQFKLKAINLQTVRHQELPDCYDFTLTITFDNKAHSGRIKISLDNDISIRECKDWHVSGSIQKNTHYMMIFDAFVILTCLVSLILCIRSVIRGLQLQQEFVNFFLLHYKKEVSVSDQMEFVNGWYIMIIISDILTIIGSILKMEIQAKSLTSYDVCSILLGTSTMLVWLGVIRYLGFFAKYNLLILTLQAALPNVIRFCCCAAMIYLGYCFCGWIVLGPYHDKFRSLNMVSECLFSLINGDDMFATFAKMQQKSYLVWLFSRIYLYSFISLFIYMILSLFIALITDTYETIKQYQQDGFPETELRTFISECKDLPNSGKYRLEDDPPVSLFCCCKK
#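 Test system – HEK293 line with stable expression of human TRPML3-YFP channel · Control set – carbachol 87 µM final as high control (100%), DMSO as low control (0%) · Signal – Fluo-8 calcium dye fluorescence, ex 470-495, em 515-575 nm · Incubation – 1-h 37 °C dye load, 5-s basal, 120-s post-compound reads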
# S1P4 ag: agonists of human S1P4 receptor. O95977. S1P4-expressing cell line, agonist reporter assay. activation, % at 4.98 µM. actives 0.35% (n = 220,000). AID 1509; in the data active = activation above about 11%;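 also: 0% = DMSO vehicle and 100% = reference agonist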
# The depositor's hits bear a star; . = not tested or not shown; & = joins results of further samples.
SMILES,NPY-Y1 antag,CHOP inhibitor,EP2 modulator,NPY1 pot ag,zfTRPN1 agonist,S1P4 antagonist,NPY2 pot ag,TRPML3 ag,S1P4 ag
O=C(Cc1cccc2ccccc12)N/N=C/c1ccc(F)cc1,-4.3,74.2*,-38.9,13.4,0.8,-1.5,3.1,0.3,1.1
N#CC1=C(S)N(c2ccccc2)C(c2ccc(-c3cc(Cl)ccc3Cl)o2)NC1=O (stereo not drawn),-1.6,7.9,9.1,1.0,-0.8,1.2,5.3,-0.8,-0.3
Cc1cc2nc(CSc3ccc(Cl)cc3)cc(=O)n2[nH]1,11.8,-11.8,31.8,-11.6,-1.7,-9.4,-8.1,-0.6,-0.5
COc1cccc(Nc2nc3ccccc3c(=O)[nH]2)c1,-0.8,26.5,-5.3,-1.3,1.7,-20.4,12.1,1.8,0.7
COc1ccc(S(=O)(=O)Nc2ccc3c(c2)OCO3)cc1C,-0.8,61.5,1.7,4.0,-1.7,-4.7,9.8,-0.5,-2.3
CN(C)c1ncc(S(=O)(=O)c2ccc(Cl)cc2)c(-c2ccc(Cl)cc2Cl)n1,5.1,66.4,35.7,-11.2,-0.1,-13.9,0.0,1.4,0.2
O=S(=O)(NCc1ccccc1)NCc1ccccc1,0.0,72.5*,16.5,-1.2,-0.1,-12.3,4.2,-0.1,-0.6
COc1cc(/C=C2\SC(c3ccc(C)cc3)=NC2=O)cc(OC)c1OC,7.7,23.8,-0.5,-24.1,-0.2,-4.7,-18.6,1.3,-1.0
CCOC(=O)c1cnc2sc3c(n2c1=O)CCCC3,-0.1,-7.3,-48.6,17.3,0.6,-18.8,3.8,0.2,1.2
Cc1ccc(S(=O)(=O)NC(=O)COc2ccccc2C)cc1,8.1,-4.1,11.0,-19.3,-0.9,4.0,-8.6,1.0,1.0
CCN1CCN(c2cc(SC(C)C)nc(-c3ccc(OC)cc3)n2)CC1,6.4,-53.0,42.1,-32.3,2.5,6.3,-11.4,0.8,-2.7
COc1cc2c(cc1OC)CN(CC(=O)Nc1ccc(S(=O)(=O)N(C)C)cc1)CC2,-1.4,4.3,6.6,-2.3,0.9,-3.2,-0.4,0.9,0.7
CC(C)c1nc(SCC(=O)Nc2cccc(S(N)(=O)=O)c2)n[nH]1,4.3,-0.4,20.1,0.0,1.1,22.8,-0.3,0.4,-4.2
CCn1c2ccccc2c2nnc(SCC(N)=O)nc21,-1.1,9.9,16.1,-28.6,0.1,-13.4,-6.7,0.8,0.7
Cc1cc(NC(=O)c2cc(-c3cccnc3)nc3c(C)c(C)ccc23)no1,5.5,38.5,45.6,-21.6,0.4,-13.6,-2.5,1.7,-2.5
CCC(=O)N1CCN(c2ccc(NC(=S)NC(=O)COc3ccccc3)cc2)CC1,-1.8,25.2,-34.6,9.1,7.8,-3.8,6.6,4.4,0.5
CS(=O)(=O)N(CC(=O)N1CCN(c2ccccc2)CC1)Cc1ccc(Cl)cc1,8.2,27.7,-21.2,-14.4,0.8,2.0,-9.7,0.6,-1.0
CC1(C)NC(=O)N(CC(=O)OCC(=O)Nc2sccc2C#N)C1=O,5.3,5.2,25.5,-2.3,0.0,-0.3,-7.6,1.9,1.1
C=CCN(c1ccc(Cl)cc1)S(=O)(=O)c1cccc(C(=O)O)c1,6.4,5.7,36.8,4.3,-1.3,6.6,15.3,0.1,-0.1
O=[N+]([O-])c1cccc(/C=N/NC2=NCCCCC2)c1,2.7,-14.4,0.3,-24.3,1.8,1.7,7.2,0.0,0.5
Cc1ccc(OCC(=O)NNC(=O)c2cccnc2)cc1,3.1,32.9,-13.9&27.8,-20.6,0.3,0.0,-1.5,0.7,1.0
COc1ccc(CCC(=O)OC(C)C(=O)c2ccc(C)cc2)cc1 (stereo not drawn),5.0,26.1,0.4,-20.0,-1.6,-0.4,-12.3,-0.9,0.3
CC1=C(C(=O)OCC2CCCO2)C(c2ccc(O)cc2)NC(=O)N1 (stereo not drawn),4.8,16.2,17.3,2.2,0.9,-12.0,10.8,0.7,0.2
O=C(CN1C(=O)COc2ccccc21)N(Cc1cccnc1)Cc1cccc(F)c1,12.4,4.5,28.7,-2.1,0.3,-24.1,7.0,0.1,1.8
O=C(NCC1CCCO1)c1cccc(N2CCCC2=O)c1 (stereo not drawn),-1.2,2.5,-3.2,10.1,-0.5,-24.6,7.0,-0.1,-0.1
Cc1ccc(CN2CCN(Cc3cc(=O)c4ccccc4[nH]3)CC2CCO)o1 (stereo not drawn),4.3,52.0,13.3,3.5,0.0,-3.1,0.0,0.9,1.1
CCOC(=O)NC(=O)CSc1ccc2ccccc2n1,1.7,8.8,20.3,-9.4,-1.1,0.4,-4.4,-1.1,-2.2
Cc1cc(C)c(C#N)c(SCc2ccccc2[N+](=O)[O-])n1,3.8,60.6,38.9,-1.8,0.3,-10.9,8.2,0.5,-0.4
CC1(C)CC2(CCO1)CNC(=O)O2 (stereo not drawn),-5.5,-1.3,21.4,18.2,-0.1,13.3,3.2,0.8,-0.6
Cc1ccc(NC(=O)Nc2cc(Cl)ccc2C2COC(=O)C2=N)cc1 (stereo not drawn),0.2,101.0*,-22.2,-4.6,0.2,-8.6,-3.4,0.4,0.5
CCn1c(=S)sc2nc(C)sc21,11.5,.,.,13.7,-2.3,-4.5,-6.6,0.5,-1.4
Cc1c(C#N)c(NC(=O)CCl)n(Cc2ccc(F)cc2)c1C,-4.9,-91.6,-20.2,-1.0,0.2,-1.5,1.3,0.7,-0.5
Cc1nn(-c2ccccc2)c(C)c1/C=C/C(=O)OCC(=O)Nc1ncc(Cl)cc1Cl,-4.4,21.1,-6.3,-18.4,-0.2,-7.8,-3.9,0.1,1.7
Cn1c2c(c(=O)n(C)c1=O)CN(Cc1ccco1)CN2,8.6,-46.7,-9.5,1.2,0.6,-1.2,-12.2,-0.3,-0.4
O=C(O)COCc1nc2ccccc2[nH]1,4.5,13.6,16.6&11.6,-4.7,-1.1,-23.1,0.9,-0.1,0.1
COc1ccc(Nc2ncnc3c2oc2ccccc23)cc1,6.6,13.8,-13.4,0.4,-1.3,0.0,-5.6,-0.6,-1.1
C=CCN(CC=C)CC(O)Cn1c2ccccc2c2ccccc21 (stereo not drawn),15.1,59.4,6.2,-64.8,0.8,14.0,-45.5,-0.5,6.3
CCCN(CCC)CC(O)COc1ccc([N+](=O)[O-])cc1 (stereo not drawn),-1.2,13.7,-2.4,-24.9,0.9,-25.5,-5.5,0.5,-0.3
CC(C)(C)NC(=O)CN(C(=O)C1CSC(=O)C1)c1ccc2c(c1)OCCO2 (stereo not drawn),3.2,0.5,9.0,12.6,0.5,-12.4,13.3,0.1,2.0
O=C(COC(=O)c1cccs1)Nc1cccc(S(=O)(=O)N2CCOCC2)c1,-0.2,-6.1,12.2,-3.2,1.1,-8.9,-2.4,1.6,3.1

# 3 compounds picked at random from the list so far, as already listed:
SMILES,NPY-Y1 antag,CHOP inhibitor,EP2 modulator,NPY1 pot ag,zfTRPN1 agonist,S1P4 antagonist,NPY2 pot ag,TRPML3 ag,S1P4 ag
C=CCN(CC=C)CC(O)Cn1c2ccccc2c2ccccc21 (stereo not drawn),15.1,59.4,6.2,-64.8,0.8,14.0,-45.5,-0.5,6.3
CC1(C)CC2(CCO1)CNC(=O)O2 (stereo not drawn),-5.5,-1.3,21.4,18.2,-0.1,13.3,3.2,0.8,-0.6
Cc1cc(C)c(C#N)c(SCc2ccccc2[N+](=O)[O-])n1,3.8,60.6,38.9,-1.8,0.3,-10.9,8.2,0.5,-0.4

# The results go on.
SMILES,NPY-Y1 antag,CHOP inhibitor,EP2 modulator,NPY1 pot ag,zfTRPN1 agonist,S1P4 antagonist,NPY2 pot ag,TRPML3 ag,S1P4 ag
COc1ccc(-c2cc(C(=O)OC3CCOC3=O)c3ccccc3n2)cc1OC (stereo not drawn),7.6,30.0,-9.2,14.3,-0.1,-5.1,17.7,0.5,-0.4
CC(C)Oc1ccc(C(=O)Nc2cc(=O)n(C)c(=O)n2C)cc1,0.4,-14.1,6.5,-23.6,1.1,-11.5,12.8,0.5,-2.9
NC(=S)Nc1ccc(F)c(F)c1F,.,-5.2,16.5,1.1,1.1,5.1,-13.6,0.5,-2.0
Cc1cc(C)n(-c2cccc(Cl)c2C#N)n1,.,12.8,14.2,-5.1,-1.4,-3.7,-17.1,0.4,-1.1
CCC(=O)Oc1ccc(C/C(=N\O)c2ccc(O)cc2O)o1,-12.0,43.1,13.3,17.0,-1.0,9.7,21.9,-0.4,-0.6
O=C(c1cccs1)N1CCCC(c2nc(-c3ccc(F)cc3)no2)C1 (stereo not drawn),-3.4,-13.7,-45.6,-19.6,2.7,6.5,4.3,0.9,-2.0
CN(CCCNC(=O)c1ccc(/C=N/O)nc1)CCCN(C)Cc1ccccc1,7.9,7.0,38.2,6.0,-1.3,-0.1,3.0,0.0,-1.3
C=CCn1c(Oc2ccc(C(=O)OC)cc2)nc2c1c(=O)n(C)c(=O)n2C,-2.7,3.0,10.1,6.5,0.5,-11.2,-2.0,0.2,0.7
Cc1ccc(S(=O)(=O)N2CCCC(C(=O)NCc3ccco3)C2)cc1Cl (stereo not drawn),3.7,4.8,18.0,13.4,-1.4,-25.2,-7.9,-0.8,1.9
Cn1cnnc1Sc1cc(N2CCN(S(=O)(=O)c3ccc(Cl)c(Cl)c3)CC2)ccc1[N+](=O)[O-],-3.3,35.2,-13.2,14.3,-0.2,-8.7,6.9,-0.5,0.9
CC(C)CN(C(=O)COC(=O)c1c(Cl)ccc(Cl)c1Cl)C1CCS(=O)(=O)C1 (stereo not drawn),-2.2,4.5,-27.3,26.3,1.4,-13.1,5.4,0.6,-3.1
CCOC(=O)c1ccc(N2CCOCC2)c(NC(=O)c2c(-c3ccccc3)noc2C)c1,.,-28.8,18.9,-25.4,-0.7,14.7,-22.6,-1.0,-0.9
CC1=C(C(=O)c2ccccc2)C(c2ccc(N3CCOCC3)cc2)NC(=O)N1 (stereo not drawn),-1.8,10.5,-11.5,21.3,4.7,3.1,0.6,2.5,-0.3
O=C(COC(=O)c1ccc(NS(=O)(=O)c2ccc(F)c(F)c2)cc1)NCC1CCCO1 (stereo not drawn),-0.8,22.3,-7.1,-11.2,-0.7,-0.1,-8.3,0.3,0.3
Cc1cc(C)c(NC(=S)N(Cc2cccnc2)Cc2ccco2)c(C)c1,3.7,38.5,23.0,-6.6,-1.4,-21.0,0.9,0.5,0.8
CCn1c2ccccc2c2cc(NC(=O)c3coc(=O)c(Br)c3)ccc21,.,30.4,-29.5,7.5,2.0,12.7,5.0,1.2,0.1
COC(=O)c1cccc(Nc2ncnc3ccc(C)cc23)c1,2.8,16.8,-0.1,-5.7,-0.5,11.3,8.7,-0.3,-5.9
NC(=O)NCC(=O)N1CCC(C(O)(c2ccccc2)c2ccccc2)CC1,.,15.4,-10.2,16.8,-0.4,-12.1,7.7,0.4,1.9
